Screening results as filed in PubChem.
Shiga inhibitor = blocks Shiga toxin action in Vero cells; Vero cells, Shiga toxin protein synthesis inhibition reporter; inhibition, % at 38.7 µM; 290,000 tested, 9.2% active; AID 2315; in the data active = inhibition mostly above about 28%, no sharp cut-off; inactive = mostly below about 43%; note: 0% is about no effect
Cycloheximide cs = affects cycloheximide protein synthesis inhibition readout, counter-screen; cell reporter, cycloheximide protein synthesis inhibition counterscreen; max response, %; 300,000 tested, 12% active; AID 2314; in the data active = max response mostly above about 13%, no sharp cut-off; inactive = mostly below about 14%; note: read at 38.3 µM for the half of the compounds with a filed dose; 0% is about no effect
Pf growth 96h = P. falciparum growth inhibition at 96 hour, primary screen for plastid delayed-death inhibitors; P. falciparum luciferase reporter growth, 96 h; 320,000 tested, 6.9% active; AID 504834; Potency, µM (series often up to 28.7 µM), without a hit: top-dose activity change, negative = inhibition, most hits filed as inhibitors; note: potency is the fitted concentration of half-maximal effect; % is set by controls: 0 for no effect and ±100 for the full control effect
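Cell-based qHTS: luciferase-tagged P. falciparum in erythrocytes (2% hematocrit, 0.05% parasitemia final) incubated with compounds for 96 hours, 37 C, 5% CO2; luciferase detection reagent then added and luminescence measured.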
HCV inhibitor = HCV inhibition | Huh7.5.1 HCVcc-Cre infection, luciferase reporter, 44 h | Potency, µM (highest dose often 41.8 µM), without a hit: at the top dose activity change, negative = inhibition, hits mostly inhibitors | 340,000 tested, 3.4% active; note: potency is the fitted concentration of half-maximal effect; % is set by controls: 0 for no effect and ±100 for the full control effect
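1,000 cells/well; 4 h culture; + compound; + HCVcc-Cre (~0.5 moi); 44 h; luciferase substrate, RT 15 min; read 15 sec.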
Pf growth 48h = inhibits P. falciparum growth in the first generation, 48 h. P. falciparum luciferase growth in erythrocytes, 48 h. Potency, µM (top dose mostly 28.7 µM), for inactives: at the highest dose activity change, negative = inhibition, actives largely listed as inhibitors. 310,000 tested, 5.9% active. AID 504832; note: potency is the fitted concentration of half-maximal effect; % is set by controls: 0 for no effect and ±100 for the full control effect
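Luminescence readout; reporter = integrated firefly luciferase in P. falciparum. RBC culture at 2% hematocrit, 0.1% parasitemia final, 37 C/5% CO2; decreased signal taken as growth inhibition.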
FBPA Giardia inh = inhibitors of Giardia lamblia fructose-1,6-bisphosphate aldolase; A8B2U2; purified Giardia FBPA; 290,000 tested, 0.71% active; Potency, µM (highest dose often 59.6 µM), inactives show top-dose activity, negative = inhibition, most hits filed as inhibitors; note: potency is the fitted concentration of half-maximal effect; % is set by controls: 0 for no effect and ±100 for the full control effect; nearly all actives have a fitted effect of over 55% in size
Target sequence (A8B2U2 whole entry, looked up): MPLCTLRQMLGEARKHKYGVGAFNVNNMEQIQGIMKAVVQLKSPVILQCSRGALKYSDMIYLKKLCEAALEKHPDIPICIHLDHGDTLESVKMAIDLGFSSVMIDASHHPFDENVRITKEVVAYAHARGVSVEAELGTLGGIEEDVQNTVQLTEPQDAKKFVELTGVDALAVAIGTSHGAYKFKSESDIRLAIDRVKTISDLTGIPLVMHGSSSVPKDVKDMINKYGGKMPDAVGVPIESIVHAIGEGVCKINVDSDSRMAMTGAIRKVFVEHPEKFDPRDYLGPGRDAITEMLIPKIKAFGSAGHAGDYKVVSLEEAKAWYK
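Giardia FBPA (40 nM reagent) was preincubated 10 min at RT with compound (up to 57.5 uM final), then substrate plus GAPDH/TPI/NAD/arsenate coupling system with diaphorase/resazurin was added; resorufin fluorescence (525/598 nm) was read after 20 min.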
* hit, by the source's call; i = inactive; ? = inconclusive; nt = not tested or not shown; & = joins results of further samples; [ ] = remark or other dose. Unless noted, calls come from the whole dose curve; as a rule, active = well fitted curve in the direction sought with a large enough effect; inconclusive = small, poorly fitted or top-dose-only effect, or another doubt; inactive = no such curve, though single readings can be large; an effect the other way counts as inactive or inconclusive.

SMILES	Shiga inhibitor	Cycloheximide cs	Pf growth 96h	HCV inhibitor	Pf growth 48h	FBPA Giardia inh
Cc1ccccc1CN1CCN(CCCc2ccccc2)C(CCO)C1 (stereo unspecified)	-8	-2	4%	1%	?	0%
COCCNC(=O)/C(C#N)=C/c1cc(C(C)C)c(OC)cc1C	-6	-2	19%	-10%	-13%	-21%
Cc1cccc(OCC(=O)NC(=S)Nc2ccc(S(=O)(=O)NC3CCCCC3)cc2)c1	19	7	18%	7%	nt	1%
CCOc1ccc(N2C(=O)CC(N3CCN(c4ccccc4OC)CC3)C2=O)cc1 (stereo unspecified)	17	1	2.6µM*	12%	2.9µM*	-2%
COC(=O)C1(O)CC(CC(C)C)=NN1C(=O)c1ccccc1 (stereo unspecified)	27	9	0.29µM*	8%	11%	1%
N/C(=N\OC(=O)COc1ccccc1Cl)c1ccccn1	65*	45*	37%	34%[activator]	343%[activator]	-2%
Cc1cc(Nc2ccc3c(c2)OCCO3)c2cccc(C)c2n1	33	-3	?	?	?	-11%
COc1ccc(S(=O)(=O)NCC(=O)NCc2cc(=O)n(C)c(=O)n2C)cc1	-3	-2	58%[activator]	10%	9%	-4%
COc1cc(C2NC(=O)NC(C)=C2C(=O)OC2CCCCC2)cc(Cl)c1O (stereo unspecified)	7	8	46%[activator]	17%	-30%	7%
O=c1c2ccccc2nc(C[n+]2ccccc2)n1-c1cccc(C(F)(F)F)c1	48	-2	12µM*	-3%	-18%	4%
COCCn1c(SCC(=O)Nc2cccc(OC)c2)nc2c(oc3ccccc32)c1=O	3	-8	54%[activator]	?	-36%[1.15 µM]	2%
COc1ccc(C(=O)Nc2nncs2)c(OC)c1	62*	35*	?	1%	81%[activator]	2%
O=C(Nn1cnnc1)c1ccc(Cl)c([N+](=O)[O-])c1	-1	1	19%	5%	38%[activator]	5%
COc1ccc(C(=O)N2CCN(C)C(=O)[C@@H]2C)cc1OC1CCN(C(C)C)CC1	-36	-1	63%[activator]	14%	6%	nt
O=[N+]([O-])c1ccc(S(=O)(=O)NNC(=S)NCCc2ccccc2)cc1	1	5	-26%	19%	6%	nt
O=[N+]([O-])c1cc(S(=O)(=O)N2CCCCC2)ccc1NCCCN1CCOCC1	42*	43	1.5µM*	23%	?	0%
CCOc1ccc(C(=O)CCC(=O)N2CCN(c3ncccn3)CC2)cc1	-3	10	?	-23%	?	-5%
COc1cccc(/C=N/NC(=O)C(C)Cn2cnc3ccccc32)c1 (stereo unspecified)	21	10	?	?	-11%	0%
CCOC(=O)NC(=O)/C(C#N)=N\Nc1ccc(Cl)cc1	-6	-6	?	1%	nt	0%
Cc1cccc(NC(=O)CSc2ncnc3sc(C)c(C)c23)n1	-7	-2	-27%	7%	-5%	nt
CC(C)(C)c1ccc(C(=O)NCc2ccccc2)cc1	53*	26*	9.3µM*	-9%	142%[activator]	-3%
CCOC(=O)COc1nc(C)cc(C(F)(F)F)c1C#N	-3	-4	11%	-8%	33%[activator]	8%
CCOc1cccc(OCCOCCOc2ccccc2C(C)=O)c1	13	9	-18%	4%	-7%	0%
O=C(O)c1cn(Cc2ccccn2)c(=O)c2ccccc12	-8	-3	81%[activator]	10%	?	0%
CCCCn1c(N)c(N(CCOC)C(=O)CN2C(=O)c3ccccc3C2=O)c(=O)[nH]c1=O	-4	-1	?	28%	7%	nt
O=C(c1ccc(-c2cccc([N+](=O)[O-])c2)o1)N1CCN(c2ccc([N+](=O)[O-])cc2)CC1	nt	nt	?	?	?	nt
Cc1ccc(N(C(=O)CNC(=O)c2ccco2)C(C(=O)NC2CCCC2)c2ccncc2)c(C)c1 (stereo unspecified)	-12	-3	14%	10%	-29%	8%
O=C(N=Nc1c(O)[nH]c2ccccc12)c1cc(-c2cccs2)[nH]n1	-5	3	49%[activator]	15%	?	-21%
O=C(NCc1ccc(Cl)cc1Cl)c1ccc2nc[nH]c2c1	22	-4	-4%	11%	14%	21%
C[C@]12CCC3=C4CCC(=O)C=C4CC[C@H]3C1CC[C@@H]2O (stereo partly specified)	6	-2	4%	-9%	18%	0%
COc1ccc(C2C(C(=O)Nc3cccc(C)n3)c3ccccc3C(=O)N2C)cc1 (stereo unspecified)	-38	-6	3.7µM*	-11%	?	4%
CNc1cc(C(F)(F)F)nc(-c2ccccn2)n1	-4	7	?	1%	?	19%
COc1ccc(CNC(=O)C(C)N2CCN(c3ccc(C(C)=O)cc3)CC2)cc1 (stereo unspecified)	35	17*	-29%	-13%	-21%	6%
CCOC(=O)CSc1nnc(CNC(=O)c2ccccc2OC)n1-c1ccc(OC)cc1	2	-1	?	29%	?	0%
CCCC(=O)c1ccc(N2CCN(S(=O)(=O)c3ccccc3)CC2)c(F)c1	-5	1	24%	?	?	11%
CC(C)c1ccc(N(CC(=O)NCCSC(C)(C)C)S(C)(=O)=O)cc1	24	31*	10%	1%	nt	3%
CCOC(=O)CSc1nc2c(cnn2-c2ccc(Cl)cc2)c(=O)[nH]1	2	-4	22%	0%	18%	-12%
Cn1c(CC(=O)Nc2ccccc2Cl)nnc1SCC(=O)Nc1nncs1	-7	-3	2%	13%	27%	-12%
Cc1ccc2nc(SCC(=O)c3cc(C)n(C)c3C)[nH]c2c1	28	13	-70%	-14%	nt	-5%
O=C(NCCCn1ccnc1)c1cnn2c1NC(c1ccccc1)CC2C(F)(F)F (stereo unspecified)	25	-2	18%	?	?	1%
CCC1CCCCN1CC(=O)c1c(C)[nH]c2cc(C)ccc12 (stereo unspecified)	-5	8	5%	-5%	0%	?
CCO[C@@H]1OC(C(=O)Nc2ccccc2)=C[C@H](c2ccc(Br)cc2)[C@H]1CCCO	-5	1	?	-20%	?	-16%
CN(C)c1ccc(C2CC(=O)C=C(Nc3ccccc3N)C2)cc1 (stereo unspecified)	68*	40*	28%	4%	32%[activator]	1%
COc1ccc(-n2c(C)cc(C(=O)CSc3nnc(-c4cccs4)o3)c2C)cc1	-10	-3	?	11µM*	?	?
COC(=O)c1ccccc1NC(=O)Cn1c(-c2nonc2N)nc2ccccc21	-4	-1	nt	?	?	0%
CC(=O)Nc1cccc(OCC(=O)NCCC2=CCCCC2)c1	29*	23*	18%	-9%	29%	5%
CCOc1ccc(/C=N/NC(=O)CC(=O)Nc2ccc(Cl)c(Cl)c2)cc1	-3	-2	?	9%	0%	3%
COc1cc(/C=N/N=C2/NC(=O)C(CC(=O)O)S2)ccc1OCc1cccc(Cl)c1 (stereo unspecified)	26	12	90%[activator]	-5%	-3%	9%
Cc1nnc(NC(=O)CN2C(=O)NC3(CCCC3)C2=O)s1	nt	nt	81%[activator]	4%	2%	nt
CCCCn1c(SCC(=O)Nc2oc(C)c3c(C)n[nH]c(=O)c23)nc2cc(S(N)(=O)=O)ccc21	nt	nt	5%	?	4%	nt
CCC(C)c1ccc(NC(=O)NCCN2CCCCC2)cc1 (stereo unspecified)	-3	-1	i	-29%	-21%	-10%
CCc1nc(SCC(=O)c2cccc([N+](=O)[O-])c2)n[nH]1	-9	-3	-9%	-14%	-3%	-8%
CCOC(=O)c1cnn2c(C(F)(F)F)cc(-c3ccccc3)nc12	-4	-4	-6%	?	5%	4%
CCOC(=O)C1=C(O)C(=O)N(c2ccc(S(N)(=O)=O)cc2)C1c1ccc(Cl)cc1 (stereo unspecified)	14	4	63%[activator]	3%	4%	8%
O=C(CSc1nc2ccccc2c(=O)n1CC1CCCO1)Nc1ccccc1 (stereo unspecified)	20	-6	?	4%	-16%	-7%
CCOC(=O)c1c(/N=C/c2ccc(C)cc2O)sc2c1CCN(C)C2	-2	2	?	?	?	1%
O=C(CNC(=O)c1ccc(Cl)cc1Cl)OCn1nnc2ccccc2c1=O	nt	nt	11%	4%	2%	nt
COc1cc(/C=C(/NC(=O)c2ccccc2)C(=O)Nc2ccc(O)cc2)c([N+](=O)[O-])cc1OC	-4	0	10µM*	0%	1%	-4%
O=C(NNC(=O)[C@@H]1CCCC[C@@H]1C(=O)O)c1cccs1	58*	29*	-21%	17%	14%	8%
CNC1CC(N)[C@H](O)[C@@H](O[C@@H]2OC(CO)C3OC4(OC(C(N)CO)C(O)C(O)C4O)O[C@@H]3[C@H]2O)C1O (stereo partly specified)	nt	nt	14%	nt	-5%	-2%

Another view of 2 compounds above:
Results follow in this order: Shiga inhibitor	Cycloheximide cs	Pf growth 96h	HCV inhibitor	Pf growth 48h	FBPA Giardia inh
- CCOC(=O)C1=C(O)C(=O)N(c2ccc(S(N)(=O)=O)cc2)C1c1ccc(Cl)cc1 (stereo unspecified)
  14	4	63%[activator]	3%	4%	8%
- CCC(C)c1ccc(NC(=O)NCCN2CCCCC2)cc1 (stereo unspecified)
  -3	-1	i	-29%	-21%	-10%

The list goes on.
SMILES	Shiga inhibitor	Cycloheximide cs	Pf growth 96h	HCV inhibitor	Pf growth 48h	FBPA Giardia inh
CC1(C)Cc2ccccc2C(NNC(=O)c2cccnc2)=N1	-6	-3	?	21%	11%	3%
CCCNC(=O)OCc1cccnc1Sc1ccc(C)cc1	98*	31*	52%[activator]	5%	25%	3%
Cc1nn(C)c(C)c1-c1c(C#N)c(N)nc2c1CCCCCC2	-13	-7	?	-8%	?	3%
CCCCCNC(=O)c1ccc2c(=O)[nH]c3c(C(=O)NCC4CCCO4)sc(=S)n3c2c1 (stereo unspecified)	-6	-8	1%	-6%	nt	0%
Cc1cccc(-n2c(CNC(=O)c3ccc(S(=O)(=O)N(C)C)cc3)nnc2SCC(=O)Nc2ccc(F)cc2)c1	-10	1	?	-7%	12µM*	0%
O=C(N=c1nc2ccccn2s1)c1ccccc1	152*	41*	7%	nt	256%[activator]	21%
O=C(CSc1nnnn1C1CCCC1)N1CCCc2ccccc21	59	7	nt	-11%	-28%	0%
CCc1nnc(NC(=O)c2ccc3c(c2)C(=O)N(CC(C)C)C3=O)s1	18	1	-5%	16%	10%	1%
COc1cccc(-c2cc(C(F)(F)F)n3ncc(C(=O)N4CCc5ccccc5C4)c3n2)c1	25	-1	43%[activator]	?	?	-6%
Cc1cc(C)cc(NC(=O)OCCN2CCN(Cc3ccccc3)CCC2=O)c1	-15	1&-1	15%	4%[8.37 µM]	11%	15%&7%
O=C(COC(=O)C1CCC1)Nc1cccc(S(=O)(=O)N2CCOCC2)c1	nt	nt	1%	5%	14%	nt
COCCOC(=O)c1c(C)nc(SCC(=O)Nc2ccc(C)cc2)c(C#N)c1-c1ccco1	-4	-5	48%[activator]	-22%	?	-3%
COc1ccc2oc(-c3ccccc3[N+](=O)[O-])cc(=O)c2c1	81*	41*	38%[activator]	?	?	0%
O=C(c1ccc(COc2c(F)c(F)c(F)c(F)c2F)o1)N1CCN(Cc2ccc3c(c2)OCO3)CC1	8	-1	?	?	18%	-2%
N=c1n(Cc2ccccc2)c2ccccc2n1CC(O)c1ccco1 (stereo unspecified)	-8	-3	?	-6%	nt	-10%
CCCCN(C(=O)CSc1nc2ccccc2n1CC)C1CCS(=O)(=O)C1 (stereo unspecified)	nt	nt	-25%	?	-10%	nt
CN1CCN(C(=O)Nc2ccccc2)CC1	-1	2	-11%	2%	9%	?

A second format for 5 compounds above.
smiles | Shiga inhibitor | Cycloheximide cs | Pf growth 96h | HCV inhibitor | Pf growth 48h | FBPA Giardia inh
Cc1cccc(-n2c(CNC(=O)c3ccc(S(=O)(=O)N(C)C)cc3)nnc2SCC(=O)Nc2ccc(F)cc2)c1 | -10 | 1 | ? | -7% | 12µM* | 0%
O=C(N=c1nc2ccccn2s1)c1ccccc1 | 152* | 41* | 7% | nt | 256%[activator] | 21%
O=C(CSc1nnnn1C1CCCC1)N1CCCc2ccccc21 | 59 | 7 | nt | -11% | -28% | 0%
CCc1nnc(NC(=O)c2ccc3c(c2)C(=O)N(CC(C)C)C3=O)s1 | 18 | 1 | -5% | 16% | 10% | 1%
COc1cccc(-c2cc(C(F)(F)F)n3ncc(C(=O)N4CCc5ccccc5C4)c3n2)c1 | 25 | -1 | 43%[activator] | ? | ? | -6%
